EPAC1 antag: EPAC1 (human) antagonism; O95398; EPAC1 GEF assay, Rap1b-BODIPY-GDP exchange fluorescence; Potency, µM (titrated, usually from 115 µM), for the others: top-dose activity change, negative = inhibition, most hits filed as inhibitors; 360,000 compounds, 0.14% hits; AID 720709;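 note: potency is the fitted concentration of half-maximal effect; plate controls were vehicle for no effect and positive control for full effect; nearly all actives have a fitted effect of over 50% in size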
EPAC2 ag: agonists of human EPAC2 (RAPGEF4). Q8WZA2. EPAC2 activation, biochemical qHTS; response scale: 100% = 6.5 mM cAMP response. Potency, µM (top dose mostly 154 µM), without a hit: top-dose activation, most hits filed as activators. 360,000 compounds, 0.079% hits. AID 720711; note: potency is the fitted concentration of half-maximal effect; nearly all actives have a fitted effect of over 50% in size
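In this primary screen, activation is scored as increased exchange of BODIPY-GDP from Rap1B by 100 nM EPAC2, with 50 uM GDP as competitor. Signal is normalized to the 6.5 mM cAMP agonist control.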
WRN inhibitor: blocks human WRN helicase; 360,000 compounds, 0.46% hits; AID 651768; Potency, µM (titrated, usually from 114 µM), without a hit: top-dose activity change, negative = inhibition, actives largely listed as inhibitors; WRN helicase unwinding, fluorescent forked duplex, kinetic; note: potency is the fitted concentration of half-maximal effect; % is set by controls: 0 for no effect and ±100 for the full control effect; nearly all actives have a fitted effect of over 55% in size
Target sequence (Q14191 whole entry, looked up): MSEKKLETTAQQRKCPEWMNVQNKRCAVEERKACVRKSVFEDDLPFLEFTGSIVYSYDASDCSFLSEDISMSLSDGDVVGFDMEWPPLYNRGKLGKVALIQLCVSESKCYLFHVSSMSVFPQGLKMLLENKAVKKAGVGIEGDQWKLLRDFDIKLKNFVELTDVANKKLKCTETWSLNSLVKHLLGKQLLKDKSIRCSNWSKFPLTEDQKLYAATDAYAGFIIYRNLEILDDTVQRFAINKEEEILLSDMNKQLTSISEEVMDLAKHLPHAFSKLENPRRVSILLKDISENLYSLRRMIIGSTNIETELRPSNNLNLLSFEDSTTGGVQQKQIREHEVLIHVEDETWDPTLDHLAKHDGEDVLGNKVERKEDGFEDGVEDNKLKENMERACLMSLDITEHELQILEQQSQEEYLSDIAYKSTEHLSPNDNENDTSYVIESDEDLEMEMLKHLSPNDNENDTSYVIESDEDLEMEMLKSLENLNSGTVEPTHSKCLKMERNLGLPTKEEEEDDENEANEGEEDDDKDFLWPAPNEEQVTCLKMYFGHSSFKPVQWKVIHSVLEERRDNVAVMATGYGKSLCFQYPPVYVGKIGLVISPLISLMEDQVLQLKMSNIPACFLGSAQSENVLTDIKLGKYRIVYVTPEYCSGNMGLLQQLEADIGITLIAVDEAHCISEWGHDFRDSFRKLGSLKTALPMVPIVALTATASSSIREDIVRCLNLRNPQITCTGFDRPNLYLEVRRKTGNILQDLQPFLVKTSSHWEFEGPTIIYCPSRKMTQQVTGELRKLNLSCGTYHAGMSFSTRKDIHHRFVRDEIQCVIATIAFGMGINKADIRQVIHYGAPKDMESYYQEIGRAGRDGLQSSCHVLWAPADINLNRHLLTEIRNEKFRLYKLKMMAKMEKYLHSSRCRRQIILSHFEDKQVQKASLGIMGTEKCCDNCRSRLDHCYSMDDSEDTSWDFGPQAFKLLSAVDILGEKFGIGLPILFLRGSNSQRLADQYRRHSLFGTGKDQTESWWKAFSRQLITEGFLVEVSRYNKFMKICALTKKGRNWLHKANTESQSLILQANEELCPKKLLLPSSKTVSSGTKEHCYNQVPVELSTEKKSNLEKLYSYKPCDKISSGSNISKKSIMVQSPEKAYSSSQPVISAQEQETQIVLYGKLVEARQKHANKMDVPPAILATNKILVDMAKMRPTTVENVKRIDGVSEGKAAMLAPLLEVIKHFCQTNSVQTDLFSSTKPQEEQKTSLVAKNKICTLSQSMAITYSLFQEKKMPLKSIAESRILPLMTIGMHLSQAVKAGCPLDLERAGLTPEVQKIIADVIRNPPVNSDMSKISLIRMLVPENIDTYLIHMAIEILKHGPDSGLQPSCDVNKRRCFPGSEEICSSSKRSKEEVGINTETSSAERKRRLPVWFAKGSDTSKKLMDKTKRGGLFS
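WRN at 20 nM final was preincubated with compound for 15 min at room temperature; reaction started with 100 nM forked duplex oligonucleotide carrying fluorophore and quencher plus 2 mM ATP (final). Unwinding followed kinetically by red fluorescence (ex 525/em 598 nm).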
EPAC1 ag: activates human EPAC1 exchange factor; EPAC1 agonist qHTS, biochemical assay; response scale: 100% = response to 6.5 mM cAMP; Potency, µM (doses to about 154 µM), without a hit: at the top dose activation, actives largely listed as activators; 360,000 compounds, 0.073% hits; AID 720707; note: potency is the fitted concentration of half-maximal effect; nearly all actives have a fitted effect of over 60% in size
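EPAC1 100 nM, Rap1B–BODIPY-GDP 250 nM, unlabeled GDP 50 uM; compound titration; 5 min RT; kinetic read ex480/em540 at 5-min intervals ×30 min; data normalized to 6.5 mM cAMP agonist control.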
PI5P4Ka inh: inhibitors of human PI5P4K alpha | 330,000 compounds, 1.2% hits | AID 652105 | PI5P4Kalpha enzyme, ADP-Glo luminescence, 60 min; hits give low values | max response, % | P48426; active = max response of -50% or lower; inconclusive = between -30% and -50%; inactive = -30% or higher; note: value at the top dose of about 77 µM; % is set by controls: 0 for no effect and ±100 for the full control effect
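Single end-point luminescence (ADP-Glo) quantified ADP from PI5P4Kalpha turnover; ATP 5 microM final, 1 h at RT, 0.1% CHAPS and 0.28 mM EGTA in HEPES pH 7.4.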
IL2 activator: activates IL-2 in a cell-based reporter assay | IL-2 activation reporter assay, cell-based qHTS; stimulated with anti-CD3/CD4/CD28 beads; in transgenic mouse T cells | 360,000 compounds, 0.065% hits | activation, % (series mostly up to about 46 µM); in the data active = activation above about 50%; inconclusive = mostly about 30% to 49%; note: 0% is about no effect
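Screening format: compound pinned onto unstimulated transgenic mouse T cells, 60 min incubation, then anti-CD3/anti-CD4/anti-CD28 bead stimulation for 18 hours at 37 degrees C, followed by EGFP and DsRed detection.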
CCT modulator: cytosolic chaperonin activity modulation; purified chaperonin ATPase assay, HTRF ADP detection, 30 min; activity change, % (no concentration beside the values), hits read low; 360,000 compounds, 0.3% hits; in the data active = activity change below about -30%; note: % is set by controls: 0 for no effect and ±100 for the full control effect
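First, chaperonin was dispensed at 40 nM or 20 nM final depending on batch activity. Next, compounds were pinned at 76 uM and ATP added at 10 uM. After 30 min at 37 °C, ADP detection reagents ran 30 min at ambient temperature.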
PLK1 PBD inh: PLK1 (human) polo-box domain binding inhibition; P53350; Plk1 PBD binding of FITC phosphopeptide, fluorescence polarization; Potency, µM, without a hit: max response, negative = inhibition, usual class: inhibitors; 360,000 compounds, 2.8% hits; note: potency is the fitted concentration of half-maximal effect; series mostly up to about 57 µM; % is set by controls: 0 for no effect and ±100 for the full control effect; nearly all actives have a fitted effect of over 65% in size
The depositor's hits bear a star; ? = inconclusive; . = no result given. Unless noted, calls come from the whole dose curve; as a rule, active = well fitted curve in the direction sought with a large enough effect; inconclusive = small, poorly fitted or top-dose-only effect, or another doubt; inactive = no such curve, though single readings can be large; an effect the other way counts as inactive or inconclusive. Only part of the results is shown; count on the stated rates, not on these rows.

Each structure is followed by: EPAC1 antag | EPAC2 ag | WRN inhibitor | EPAC1 ag | PI5P4Ka inh | IL2 activator | CCT modulator | PLK1 PBD inh
> CN(Cc1ccccc1)S(=O)(=O)c1ccc(Cl)nc1
    -16% | -7% | 2% | 3% | 3 | 0.3 | -0.7 | -4%
> COc1ccccc1C(=O)NC(=O)COC(=O)c1ccc([N+](=O)[O-])cc1
    12% | 10% | 5% | 1% | 4 | -1.9 | -1.8 | -7%
> Cc1ccc(Nc2ncnc(N)n2)cc1
    6% | 5% | -2% | 2% | -7 | 0.2 | -4.2 | -12%
> COc1cccc(/C=C2\SC(=S)NC2=O)c1OS(=O)(=O)c1ccc(NC(C)=O)cc1
    79µM* | 1% | -26% | -9% | ? | -3.3 | 1.6 | -22%
> COc1ccc(C(=O)NC(=S)NNC(=O)c2cnccn2)cc1OC
    3% | 3% | -1% | 6% | -3 | -1.7 | -1.9 | -8%
> CCC(=O)Nc1ccc(C(=O)COC(=O)c2sc(C)nc2C)cc1
    9% | -1% | -14% | 11% | -1 | -2.1 | -1.8 | -15%
> CC(C)CNC(=O)c1cccc(NC(=O)CCc2ccccc2)c1
    -2% | 12% | 2% | -5% | 0 | -2.5 | 0.5 | -12%
> CCCCNC(=O)c1ccc(NS(=O)(=O)c2ccccc2)cc1
    15% | 0% | -24% | 2% | 7 | -6.0 | 2.6 | -5%
> CN(C(=O)c1cc(C(=O)N(C)c2ccccc2)cc([N+](=O)[O-])c1)c1ccccc1
    -9% | 4% | -5% | 15% | -1 | 1.7 | -0.5 | 0%
> COc1ccccc1C(=O)N1c2ccccc2Sc2ccccc21
    4% | 5% | -9% | 1% | 7 | 0.8 | 0.6 | 3%
> CCn1cc(S(=O)(=O)Nc2ccccc2C(F)(F)F)cn1
    ? | -4% | -12% | -14% | 6 | -0.4 | -3.6 | -13%
> CC(/C=N\NC(=O)c1ccc(C)nc1)=C\c1ccccc1
    -7% | -3% | -17% | 0% | 1 | 0.2 | -1.4 | -1%
> Cc1cccc(C(=O)Nc2ccccc2C(=O)NCc2cccnc2)c1
    14% | -5% | 5% | -4% | 1 | 0.8 | -0.1 | 0%
> Cc1ccc(CC(=O)Nc2nccs2)cc1C
    13% | 1% | -4% | -3% | 4 | 2.5 | 0.7 | 1%
> CCOC(=O)[C@]12CCC=C1N(Cc1ccccc1)C(=O)[C@H](CC(=O)NCc1ccc(OC)c(OC)c1)C2
    -25% | 5% | -6% | -10% | 2 | -0.2 | -0.9 | -10%
> COCCNC(=O)CSc1nnc(CCCN2C(=O)c3cccc4cccc(c34)C2=O)n1-c1ccccc1
    -2% | -5% | -3% | 1% | -2 | -1.7 | -4.3 | -2%
> COc1ccc(S(=O)(=O)Nc2c(C)cccc2C)cc1-n1cnnn1
    8% | 7% | 9% | 3% | 4 | 0.9 | 0.2 | 3%
> Cn1c(=O)c2ncn(CC(=O)NC3CCCCCC3)c2n(C)c1=O
    6% | -11% | -6% | 7% | 9 | -0.9 | -2.3 | -3%
> COc1ccc(C(C)=O)cc1CSc1ccc(S(=O)(=O)N2CCCCC2)cn1
    2% | 12% | -5% | 9% | 1 | 2.7 | -0.2 | ?
> CC(C)NC(=O)c1c(O)c2cccc3c2n(c1=O)CCC3
    0% | 3% | 0% | 21% | -3 | -0.6 | -2.0 | -10%
> Cc1cc(NC(=O)COC(=O)CC2CCCC2)c([N+](=O)[O-])cc1C
    -19% | 18% | 2% | -7% | -10 | -3.1 | -4.1 | -16%
> CCOC(=O)c1c(NC(=O)CN2CCCCC2)sc2c1CCCC2O (stereo unspecified)
    -16% | 3% | -2% | -18% | -3 | -1.5 | -9.0 | -3%
> COc1ccc(CC(NC(C)=O)C(=O)NC2CCN(c3c4c(nc5ncnn35)CCC4)CC2)cc1 (stereo unspecified)
    5% | -7% | 0% | -4% | -8 | 0.7 | 0.0 | -1%
> O=c1cc(-c2ccc([N+](=O)[O-])cc2)c2cc3c(cc2[nH]1)OCCO3
    -9% | 3% | -15% | -13% | -4 | -0.2 | -0.1 | -14%
> COC(=O)C1=C(C)Nc2ccc(C)cc2S1
    1% | 10% | 17% | 5% | -3 | -4.2 | -2.3 | ?
> O=[n+]1c2c(n([O-])c3cc(F)c(N4CCCC4)cc31)CCC2
    -13% | 10% | ? | ? | -22 | 1.2 | -1.5 | -28%
> CN(C)c1nc(OCCNC(=O)COc2ccc(Cl)cc2Cl)nc(N(C)C)n1
    8% | -4% | -4% | 2% | 0 | -0.8 | 1.8 | 2%
> Cc1cc(NC(=O)CSc2nccn2-c2ccc(Cl)cc2)no1
    1% | -1% | 3% | -5% | 2 | -3.3 | -2.6 | -3%
> Cc1cccc(N2CCN(C(c3cccs3)c3nnnn3C(C)(C)C)CC2)c1C (stereo unspecified)
    16% | 10% | -2% | 6% | . | -1.7 | 3.3 | -5%
> COc1cccc(C2=NOC(C(=O)N3CCN(C(=O)c4ccco4)CC3)C2)c1 (stereo unspecified)
    -9% | -1% | 3% | -2% | 0 | 0.3 | 0.4 | -5%
> COCCCn1cc(CN2CC(N3CCN(CCO)CC3)CS2(=O)=O)nn1 (stereo unspecified)
    6% | 3% | 4% | 10% | -1 | 0.0 | 0.9 | -9%
> CSCCC(NC(N)=O)C(=O)Nc1ccc(F)c(Cl)c1 (stereo unspecified)
    7% | 2% | 5% | 1% | 3 | -3.7 | -1.7 | 5%
> COc1cccc(OC)c1C(=O)Nc1cccc(-c2ccc3nncn3n2)c1
    3% | 9% | 5% | -1% | -4 | 1.6 | 0.6 | 4%
> O=C(Nc1ccc(Cl)c(S(=O)(=O)N2CCOCC2)c1)c1ccncc1
    10% | 9% | -9% | -7% | -13 | -0.3 | -3.6 | -15%
> COc1ccc(C(=O)NCCNc2nc3c(C)cccc3cc2C#N)cc1
    5% | -4% | 8% | -2% | -9 | -2.5 | -2.0 | 0%
> CCCn1nnnc1NCc1cccc(OC)c1
    -15% | -1% | -9% | -6% | -1 | -0.9 | 1.3 | 7%
> CN1CCc2nc3sc(C(=O)C45CC6CC(CC(C6)C4)C5)c(N)c3cc2C1
    -19% | ? | ? | 12% | -7 | 3.4 | -1.4 | -20%
> CC(C)(C)OC(=O)N1CCC2(CC1)Oc1ccc(F)cc1C(=O)C21CC(c2cccnc2)=NO1 (stereo unspecified)
    -2% | 16% | 3% | -3% | 0 | -0.1 | -1.6 | -13%
> COC(=O)[C@@H](NC(=O)Nc1cccc(Br)c1)C(C)C
    -3% | 3% | 2% | -2% | -1 | -2.5 | -2.2 | ?
> CCN(Cc1ccccc1)C(=O)CCS(=O)(=O)c1ccc2c(c1)CCN2C(C)=O
    -23% | 17% | -8% | 7% | -9 | -2.6 | -6.5 | -14%
> COc1cc2c3c(n(C)c(=O)c2cc1OC)-c1cc2c(cc1C3=O)OCO2
    10% | 5% | 1% | -2% | -1 | -1.5 | -1.5 | -3%
> OC(CCN1CCCCC1)(c1ccccc1)c1ccccc1
    2% | -1% | 6% | -18% | 3 | -0.2 | 1.7 | -2%
> Cc1ccc(C(=O)OC(C)CN2CCN(C)CC2)cc1 (stereo unspecified)
    28% | -4% | -2% | -2% | -3 | 7.6 | -2.8 | 8%
> O=c1c2c3c(sc2ncn1Cc1ccc(F)cc1)CCC3
    13% | 1% | -3% | 2% | -15 | 0.8 | -1.9 | -23%
> Cc1cnc(C(=O)Nc2nnc(C3CC3)s2)cn1
    7% | 2% | 2% | 3% | 0 | 3.6 | -1.7 | -3%

Taken from the results shown for reference:
Each structure is followed by: EPAC1 antag | EPAC2 ag | WRN inhibitor | EPAC1 ag | PI5P4Ka inh | IL2 activator | CCT modulator | PLK1 PBD inh
> COCCCn1cc(CN2CC(N3CCN(CCO)CC3)CS2(=O)=O)nn1 (stereo unspecified)
    6% | 3% | 4% | 10% | -1 | 0.0 | 0.9 | -9%
> CSCCC(NC(N)=O)C(=O)Nc1ccc(F)c(Cl)c1 (stereo unspecified)
    7% | 2% | 5% | 1% | 3 | -3.7 | -1.7 | 5%
> COc1cccc(OC)c1C(=O)Nc1cccc(-c2ccc3nncn3n2)c1
    3% | 9% | 5% | -1% | -4 | 1.6 | 0.6 | 4%

Next part.
Each structure is followed by: EPAC1 antag | EPAC2 ag | WRN inhibitor | EPAC1 ag | PI5P4Ka inh | IL2 activator | CCT modulator | PLK1 PBD inh
> CCOc1cc(C2C3=C(CC(C)(C)CC3=O)N(CCCOC)C3=C2C(=O)CC(C)(C)C3)ccc1OC
    3% | -3% | 9% | -6% | 3 | -1.5 | -0.1 | 3%
> N/C(=N\O)c1ccc(Oc2ccccc2Cl)c([N+](=O)[O-])c1
    -13% | 4% | -11% | 2% | 1 | 1.1 | -0.7 | -15%
> CCC(Oc1ccccc1)C(=O)Nc1nc2ccccc2[nH]1 (stereo unspecified)
    -1% | 4% | 11% | 9% | -3 | 3.5 | -3.3 | ?
> O=C(NCCCn1ccnc1)/C(=C\c1ccc(Br)cc1)NC(=O)c1ccccc1F
    -15% | 11% | -24% | 4% | -2 | 0.5 | -1.9 | -5%
> O=C(Nc1cccc(C(F)(F)F)c1)c1ccc2nc(N3C(=O)CCC3=O)sc2c1
    14% | -16% | -14% | -9% | ? | -1.9 | -0.5 | 1%
> CCOc1ccccc1C(=O)Nn1c(C2CCC2)nc2ccccc2c1=O
    5% | 15% | -12% | 1% | . | -0.8 | 0.1 | -5%
> COc1nc(NC(=O)c2ccc(F)cc2)nc(OC)c1-c1ccccc1
    -3% | 13% | 5% | 6% | -13 | -0.2 | -1.9 | -1%
> COC(=O)c1c(C)[nH]c(C)c1C(=O)c1ccccc1Cc1ccccc1
    -19% | 8% | -4% | -16% | 7 | -0.2 | -0.4 | -11%
> O=C(O)c1ccc(N=c2oc3cc(O)ccc3cc2C(=O)NCc2ccccc2)cc1
    -28% | 7% | -17% | -4% | -78* | 1.5 | -2.1 | ?
> CC(C)(C)SCCNC(=O)/C=C/c1ccccc1
    -9% | 5% | -5% | 0% | -3 | 0.6 | 1.2 | -18%
> CCOC(=O)N1CCC(N2CCN(Cc3ccc(F)c(F)c3)C(CCO)C2)CC1 (stereo unspecified)
    11% | 7% | 8% | -10% | 1 | 0.4 | -0.2 | ?
> Cc1cccc(C)c1OCC(=O)N/N=C/C=C/c1ccco1
    -8% | -7% | 7% | 11% | -12 | 0.0 | -5.0 | -10%
> COc1cc(/C=C/c2nc(-c3ccccc3O)n[nH]2)cc(OC)c1OC
    -25% | 6% | ? | 5% | 0 | -0.9 | -2.6 | -10%
